T cell HTS = T cell immune modulators affecting CD8 T cell-vesicle binding. 2C CD8+ T cell-vesicle binding, flow cytometry; active compounds read low. calls only at 7 µM. 330,000 compounds, 0.068% hits. AID 2052;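 active = response, share of CD8 T cells binding vesicles, and their 90th percentile fluorescence all below set limits, cut at about 80% in these data, passing the limit was not always enough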
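Benchmarks: naked versus QL9-loaded vesicles / Assay system: purified 2C TCR transgenic mouse naive CD8+ T cells / Technique: high-throughput flow cytometry with anti-B7-1 and anti-CD8 staining / Timing: Cell–vesicle co-incubation 1.5 h at 37 °C, staining 20 min on ice / Read-out: percent CD8+ FL2 mean versus row control / Probe or stimulus: QL9-loaded Drosophila micro-vesicles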
Salmonella PhoP GFP = PhoP-dependent GFP reporter repression – Salmonella Typhimurium, primary screen (AID 1863). S. Typhimurium PhoP-regulated promoter GFP reporter, 4 h; higher % means a stronger effect. inhibition, % at 50 µM, or IC50 in µM where a hit was titrated. 300,000 compounds, 0.16% hits;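 active = inhibition over 29.93%, a cutoff 3 SD above the screen mean, later confirmed by dose response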;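 note: 0% = low Mg2+ inducing control and 100% = high Mg2+ repressing control; strong numbers were not always called active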
Hep lipid drop = hepatic lipid droplet formation modulation; AML12 mouse hepatocytes, oleate lipid droplets, BODIPY imaging; inhibition, % at 6.5 µM; 240,000 compounds, 0.4% hits;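 active = lipid droplet intensity inhibited by at least 50%, with more than 500 cells counted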
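Test system: AML12 mouse liver cells; schedule: overnight exposure; technique: high-content imaging of BODIPY-stained droplets and DAPI nuclei; read-out: % inhibition of corrected integrated BODIPY droplet signal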
ER stress rescue = protection against thapsigargin-triggered cell killing – 384-well, CSM14.1, ATP luminescence, primary screen (AID 1222); CSM14.1 thapsigargin-induced death rescue, ATP luminescence; higher % means a stronger effect; 190,000 tested, under 10 active; cellular ATP content (survival), % at 20 µM, or EC50 in µM where a hit was titrated;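 active = EC50 below 50 µM in the dose-response confirmation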;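 note: death triggered by thapsigargin at about 15 µM added after 2 h compound pretreatment; cell ATP read after overnight thapsigargin exposure of roughly 18 to 22 hours; normalized against plate controls of thapsigargin alone and 5% DMSO vehicle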
Insulin prom up = MIN6 insulin promoter up-regulation. 190,000 compounds, 0.3% hits. z-score at 5 µM. MIN6 insulin promoter-GFP reporter, high-content imaging; active compounds read high. AID 1625;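 active = z-score above 3 at 5 µM with at least 500 cells counted in the well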
Autophagy mod = modulators of autophagy; 190,000 compounds, 0.98% hits; MEF GFP-LC3 puncta imaging; test concentration mostly 10 µM; calls only at 10 µM (by protocol);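 active = percentage of spot-positive cells more than 3 SD above its plate mean, without a fluorescence outlier flag or 80% toxicity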;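 note: spot-positive cell cutoff set from DMSO-treated cells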
Dynein transport = dynein cargo transport inhibition; 3617.4 mouse cells, GR-EGFP nuclear translocation imaging; test concentration mostly 20 µM; stimulated with dexamethasone, 1 µM; active compounds read low; z-score, hits read low; 220,000 compounds, 0.47% hits; AID 1381;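 active = plate z-score of nuclear minus cytoplasmic receptor signal below a set negative limit, without overly bright fluorescence or cell loss, cut at about -3.5 in these data, passing the limit was not always enough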;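 note: z-score of nuclear minus cytoplasmic ring GR-EGFP intensity difference per well; some compounds called inactive have numbers as strong as hits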
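Buffer or medium: Induction medium lacking tetracycline, stripped serum | Also added: Dexamethasone agonist, 1.0 µM final, for 30 min | Timing: 48 h induction, 1 h compound, 30 min dex at 37 °C | Detection: Formaldehyde fixation, Hoechst nuclear stain, 10x automated fluorescence imaging | Measure: Nuclear versus cytoplasmic GR-EGFP signal, averaged per well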
bCat nuc transl = beta-catenin nuclear translocation modulation | nuclear translocation activity, % at 5 µM | HeLa beta-catenin nuclear translocation, immunofluorescence imaging | 190,000 compounds, 0.3% hits | AID 1665;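 active = nuclear translocation activity above 50% at 5 µM, with a well cell count of 50 or more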;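 note: per-cell ratio of nuclear to cytoplasmic median beta-catenin stain intensity; plate controls were DMSO negative control for no effect and GSK-3 inhibitor IX positive control for full effect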
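Test system: human HeLa cells, native beta-catenin. Compound dosing: 5 µM primary single dose, 0.1% DMSO, 0.02–20 µM confirmation series. Incubation: compound exposure 24 h at 37°C. Detection: beta-catenin immunostaining with DAPI counterstain, 20x imaging, 6 fields/well. Read-out basis: Nuclear/cytoplasmic beta-catenin signal ratio, % activation.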
MT stabilizer = stabilizes microtubules in HeLa cells. % tubulin-high responders, % at 10 µM. 200,000 compounds, 0.83% hits. HeLa tubulin immunostaining HCS, 24 h; share of cells brighter than vehicle mean+2SD;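 active = plate Z-score above 3 for both tubulin-high and condensed-nucleus cell shares, with cell loss under 80%, at 10 µM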;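 note: anti alpha tubulin signal scored within the nucleus-defined area of each cell; some results filed as inactive read as strong as hits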
Dynein transport cytoplasmic EGFP = further read-out of Dynein transport, marked with its call; z-score; measured here: cytoplasmic GR-EGFP intensity; active compounds read high
Dynein transport nuclear GR-EGFP = second read-out of Dynein transport, no call of its own (marks repeat the call); z-score; measured here: nuclear GR-EGFP intensity;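 lower value marks the stronger effect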
Dynein transport cell count = also measured in Dynein transport; calls as there; z-score; measured here: cell count per field
Insulin prom up cell count = also measured in Insulin prom up; calls as there; cell count; measured here: cytotoxicity, nuclei count;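 total cells summed across four imaged fields per well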
Hep lipid drop cells 6.5 µM = also measured in Hep lipid drop; calls as there; cell count; measured here: cell count, cytotoxicity flag;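 cells counted across two imaged fields per well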
bCat nuc transl cell count 5 µM = recorded beside bCat nuc transl, whose call it bears; cell count; measured here: cell count, cytotoxicity flag
T cell HTS vesicle-bound % = recorded beside T cell HTS, whose call it bears; double positive events, %; measured here: CD8+ vesicle-bound cell fraction;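 binding gate set so that unloaded-vesicle control wells show 10% double positive cells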
MT stabilizer Hoechst-high % = second read-out of MT stabilizer, no call of its own (marks repeat the call); % Hoechst-high responders; measured here: nuclear condensation Hoechst responders;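 share of cells brighter than vehicle mean plus two SD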
MT stabilizer cytotoxicity % = further read-out of MT stabilizer, marked with its call; toxicity, %; measured here: cytotoxicity by cell density;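 0% = mean cell density of plate MIN control wells and 100% = no cells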
Autophagy mod cell loss 18 h = further read-out of Autophagy mod, marked with its call; toxicity, %; measured here: cell loss, nuclei count;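 cell loss after 18 h compound exposure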
* marks the source's active call; other numbers are inactive results.

CC(=O)n1c2c(c3ccccc31)OC(N)=C(C#N)C2c1cccc(Cl)c1Cl (stereo unspecified) was read as T cell HTS inactive, Salmonella PhoP GFP -9%, Hep lipid drop 0, ER stress rescue 1.2%, Insulin prom up -0.2, Autophagy mod inactive, Dynein transport 0.039, bCat nuc transl -0.7, MT stabilizer 5.9, Dynein transport cytoplasmic EGFP 0.11, Dynein transport nuclear GR-EGFP 0.16, Dynein transport cell count 0.21, Insulin prom up cell count 1394, Hep lipid drop cells 6.5 µM 692, bCat nuc transl cell count 5 µM 1115, T cell HTS vesicle-bound % 36, MT stabilizer Hoechst-high % 2.9, MT stabilizer cytotoxicity % 9.0 and Autophagy mod cell loss 18 h 7.
For O=C(Nc1ccc(N2CCOCC2)c(Cl)c1)c1ncn[nH]1 the results were T cell HTS inactive, Salmonella PhoP GFP -3%, ER stress rescue -2.6%, Insulin prom up 0.74, Autophagy mod inactive, Dynein transport 0.28, bCat nuc transl 1.6, MT stabilizer 18, Dynein transport cytoplasmic EGFP -0.23, Dynein transport nuclear GR-EGFP 0.31, Dynein transport cell count -0.065, Insulin prom up cell count 1426, bCat nuc transl cell count 5 µM 1379, T cell HTS vesicle-bound % 52, MT stabilizer Hoechst-high % 4.3, MT stabilizer cytotoxicity % 11 and Autophagy mod cell loss 18 h -5.
Screening COc1ccc(CCNC(=O)COc2ccc(N(C)S(=O)(=O)c3ccc(C)cc3)cc2)cc1OC returned T cell HTS inactive, Salmonella PhoP GFP -6%, Hep lipid drop -22, ER stress rescue -1.5%, Autophagy mod inactive, Dynein transport 2.6, bCat nuc transl 0.3, MT stabilizer 2.4, Dynein transport cytoplasmic EGFP -0.29, Dynein transport nuclear GR-EGFP 1.9, Dynein transport cell count -0.58, Hep lipid drop cells 6.5 µM 677, bCat nuc transl cell count 5 µM 1016, T cell HTS vesicle-bound % 28, MT stabilizer Hoechst-high % 2.1, MT stabilizer cytotoxicity % 6.0 and Autophagy mod cell loss 18 h 26.
For COC(=O)c1cccc(NC(=O)/C(=C\c2ccccc2)NC(=O)c2ccccc2Cl)c1 the results were T cell HTS inactive, Salmonella PhoP GFP 8%, ER stress rescue -1.7%, Insulin prom up -0.29, Autophagy mod inactive, Dynein transport 1.1, bCat nuc transl 0.7, MT stabilizer 1.6, Dynein transport cytoplasmic EGFP -0.19, Dynein transport nuclear GR-EGFP 0.25, Dynein transport cell count 0.21, Insulin prom up cell count 1292, bCat nuc transl cell count 5 µM 1383, T cell HTS vesicle-bound % 38, MT stabilizer Hoechst-high % 1.4, MT stabilizer cytotoxicity % 9.0 and Autophagy mod cell loss 18 h 7.
For O=C(NC1CCCC1)C(c1ccsc1)N(Cc1ccco1)C(=O)Cc1cccs1 (stereo unspecified) the results were T cell HTS inactive, Salmonella PhoP GFP -2%, ER stress rescue 1.5%, Insulin prom up -0.4, Autophagy mod inactive, Dynein transport 1.4, bCat nuc transl -5.1, MT stabilizer 2.5, Dynein transport cytoplasmic EGFP -0.2, Dynein transport nuclear GR-EGFP 1.4, Dynein transport cell count -1.7, Insulin prom up cell count 1319, bCat nuc transl cell count 5 µM 936, T cell HTS vesicle-bound % 41, MT stabilizer Hoechst-high % 1.1, MT stabilizer cytotoxicity % 7.4 and Autophagy mod cell loss 18 h 18.
COc1cc2c(C)nc3onc(-c4ccccc4)c3c2cc1OC was read as T cell HTS inactive, Salmonella PhoP GFP 4%, Hep lipid drop -9, Insulin prom up 1.6, Autophagy mod inactive, Dynein transport -0.31, MT stabilizer 4.3, Dynein transport cytoplasmic EGFP 0.15, Dynein transport nuclear GR-EGFP -0.19, Dynein transport cell count -0.2, Insulin prom up cell count 1630, Hep lipid drop cells 6.5 µM 747, T cell HTS vesicle-bound % 9, MT stabilizer Hoechst-high % 1.7, MT stabilizer cytotoxicity % 3.8 and Autophagy mod cell loss 18 h -9.
For CC(C(=O)NC(C)(C)C)N(Cc1cccs1)C(=O)CCN1CCc2ccccc21 (stereo unspecified) the results were T cell HTS inactive, Salmonella PhoP GFP -5%, Hep lipid drop -40, ER stress rescue 0.7%, Insulin prom up -0.99, Autophagy mod inactive, Dynein transport -0.72, bCat nuc transl -1.5, MT stabilizer 2.3, Dynein transport cytoplasmic EGFP -0.3, Dynein transport nuclear GR-EGFP -0.51, Dynein transport cell count 0.7, Insulin prom up cell count 1264, Hep lipid drop cells 6.5 µM 754, bCat nuc transl cell count 5 µM 1063, T cell HTS vesicle-bound % 37, MT stabilizer Hoechst-high % 1.7, MT stabilizer cytotoxicity % 6.6 and Autophagy mod cell loss 18 h 16.
`CCN(CC)c1ccc(NC(=O)Nc2cccc(C(C)=O)c2)cc1` gave T cell HTS inactive, Salmonella PhoP GFP 12%, Hep lipid drop -1, ER stress rescue -4.2%, Insulin prom up 0.89, Autophagy mod inactive, Dynein transport -0.27, bCat nuc transl -0.8, MT stabilizer 2.6, Dynein transport cytoplasmic EGFP -0.14, Dynein transport nuclear GR-EGFP 0.24, Dynein transport cell count 1, Insulin prom up cell count 1891, Hep lipid drop cells 6.5 µM 593, bCat nuc transl cell count 5 µM 1069, T cell HTS vesicle-bound % 18, MT stabilizer Hoechst-high % 2.4, MT stabilizer cytotoxicity % 56 and Autophagy mod cell loss 18 h 0.
NNC(=O)CCn1c2ccccc2c2ccccc21 was read as T cell HTS inactive, Salmonella PhoP GFP -4%, Hep lipid drop -11, ER stress rescue 0.1%, Insulin prom up -0.31, Autophagy mod inactive, Dynein transport 1.8, bCat nuc transl 0.0, MT stabilizer 4.5, Dynein transport cytoplasmic EGFP -0.025, Dynein transport nuclear GR-EGFP 1.4, Dynein transport cell count -1.6, Insulin prom up cell count 1405, Hep lipid drop cells 6.5 µM 683, bCat nuc transl cell count 5 µM 1080, T cell HTS vesicle-bound % 28, MT stabilizer Hoechst-high % 1.7, MT stabilizer cytotoxicity % 11 and Autophagy mod cell loss 18 h -12.
For CCC(SC1=N/C(=C/c2ccccc2)C(=O)N1c1ccccc1)C(=O)Nc1cc(C)on1 (stereo unspecified) the results were T cell HTS inactive, Salmonella PhoP GFP 10%, Hep lipid drop 17, ER stress rescue -2.3%, Insulin prom up -0.29, Autophagy mod inactive, Dynein transport 1.8, bCat nuc transl -3.1, MT stabilizer 3.4, Dynein transport cytoplasmic EGFP -0.21, Dynein transport nuclear GR-EGFP 0.92, Dynein transport cell count -1.2, Insulin prom up cell count 1458, Hep lipid drop cells 6.5 µM 634, bCat nuc transl cell count 5 µM 1135, T cell HTS vesicle-bound % 49, MT stabilizer Hoechst-high % 2.2, MT stabilizer cytotoxicity % 4.9 and Autophagy mod cell loss 18 h 8.
For O=C(Oc1cccc2ccccc12)c1cc(Cl)nc2ccccc12 the results were T cell HTS inactive, Salmonella PhoP GFP 10%, Hep lipid drop 19, ER stress rescue 1.4%, Insulin prom up 1.2, Autophagy mod inactive, Dynein transport 0.38, bCat nuc transl -0.5, MT stabilizer 6.7, Dynein transport cytoplasmic EGFP -0.26, Dynein transport nuclear GR-EGFP -0.004, Dynein transport cell count 0.16, Insulin prom up cell count 1338, Hep lipid drop cells 6.5 µM 614, bCat nuc transl cell count 5 µM 1052, T cell HTS vesicle-bound % 51, MT stabilizer Hoechst-high % 1.3, MT stabilizer cytotoxicity % 7.8 and Autophagy mod cell loss 18 h 26.
Brc1cccc(-c2nnc(-c3ccccc3)o2)c1 was read as T cell HTS inactive, Salmonella PhoP GFP -1%, Hep lipid drop 23, ER stress rescue -1.7%, Insulin prom up -0.06, Autophagy mod inactive, Dynein transport 1.2, MT stabilizer 4.9, Dynein transport cytoplasmic EGFP -0.24, Dynein transport nuclear GR-EGFP 0.56, Dynein transport cell count -0.11, Insulin prom up cell count 1388, Hep lipid drop cells 6.5 µM 719, T cell HTS vesicle-bound % 38, MT stabilizer Hoechst-high % 2.6, MT stabilizer cytotoxicity % 7.6 and Autophagy mod cell loss 18 h 10.
`CC(CCc1ccco1)NC(=O)Cn1ncc2c1-c1ccccc1OC2` (stereo unspecified) gave T cell HTS inactive, Salmonella PhoP GFP 4%, Hep lipid drop -1, Insulin prom up 1.6, Dynein transport -0.31, bCat nuc transl -2.2, MT stabilizer 5.5, Dynein transport cytoplasmic EGFP -0.12, Dynein transport nuclear GR-EGFP -0.063, Dynein transport cell count -0.52, Insulin prom up cell count 1515, Hep lipid drop cells 6.5 µM 700, bCat nuc transl cell count 5 µM 1193, T cell HTS vesicle-bound % 46, MT stabilizer Hoechst-high % 0.9 and MT stabilizer cytotoxicity % 5.3.

Bioassay records from PubChem BioAssay.
